# Texas Red fluor: compounds fluorescent in Texas Red spectral region; AID 587; max dye-equivalent concentration, M; Compound fluorescence, Texas Red channel, 547/618 nm; hits give high values; 59,000 compounds, 0.06% hits; in the data active = max dye-equivalent concentration above about 10 nM; inconclusive = between about 1.1 nM and that limit
#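 Fluorescence at ex 547/em 618 nm, normalized against an on-plate Texas Red standard series to give dye-equivalent concentration per compound concentration. Buffer 100 mM Tris, pH 8.0; 15 min RT incubation before CCD imaging.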
# Hsp90 Hop PPI: changes Hsp90-Hop TPR2A binding signal, up or down; Potency, µM (top dose mostly 57 µM), for the others: at the top dose activity change, negative = inhibition; 71,000 compounds, 0.44% hits; AlphaScreen TPR2A-His6 binding biotin-Hsp90 C-terminal peptide; AID 595; active = well fitted curve in either direction with a large enough effect; inconclusive = small, poorly fitted or top-dose-only effect, or another doubt; also: potency is read from the fitted curve at half-maximal effect; % is scaled to controls: 0 for no effect and ±100 for the full control effect; many of its hits are not listed in these tables
# Tau fil binding: binds recombinant human tau filaments; P10636; recombinant tau filaments, thioflavin S fluorescence, 15 h; filaments grown with octadecylsulfate alongside compound; Potency, µM (series often up to 57.1 µM), for inactives: at the top dose activity change, negative = inhibition; 71,000 compounds, 2% hits; AID 596;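 also: potency is read from the fitted curve at half-maximal effect; % is scaled to controls: 0 for no effect and ±100 for the full control effect; actives lower thioflavin S fluorescence by blocking filaments or displacing dye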
#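 Assay mix: 1 uM His-tagged tau, 30 uM sodium octadecylsulfate, thioflavine S dye in HEPES/NaCl/DTT buffer. Compound is added prior to the inducer. Fluorescence after 15 h at 37 C.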
# HADH2 inh: HADH2 (human) dehydrogenase inhibition; Q99714; recombinant HADH2, NADH fluorescence, beta-hydroxybutyryl-CoA; Potency, µM (top dose mostly 57.1 µM), inactives show at the top dose activity change, negative = inhibition, most hits filed as inhibitors; 73,000 compounds, 3.4% hits; also: potency is read from the fitted curve at half-maximal effect; % is scaled to controls: 0 for no effect and ±100 for the full control effect; nearly all actives have a fitted effect of over 60% in size; many of its hits are not listed in these tables
# Target sequence (Q99714 whole entry, looked up, one chain of several): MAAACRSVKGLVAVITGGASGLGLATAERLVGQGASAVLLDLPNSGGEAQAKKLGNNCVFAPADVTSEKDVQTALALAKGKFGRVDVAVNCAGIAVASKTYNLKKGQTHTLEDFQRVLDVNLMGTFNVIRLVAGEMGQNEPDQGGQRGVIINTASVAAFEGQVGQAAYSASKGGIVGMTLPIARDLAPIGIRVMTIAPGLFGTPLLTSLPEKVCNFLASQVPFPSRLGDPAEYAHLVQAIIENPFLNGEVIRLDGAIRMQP
#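 NADH fluorescence (ex 360/em 450 nm) read every 30 s for 4 min; activity taken as last-minus-first time point difference. Enzyme 20 nM, NAD+ 1 mM, beta-hydroxybutyryl-CoA 90 uM, pH 9.0 Tris buffer.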
# ERK AVP inh: vasopressin-driven ERK pathway inhibition | Potency, µM (series often up to 57.5 µM), for the others: at the top dose activity, negative = inhibition, usual class: inhibitors | 72,000 compounds, 0.99% hits | AID 995 | HEK293-V1b, vasopressin-stimulated pERK AlphaScreen; also: potency is read from the fitted curve at half-maximal effect; % is scaled to controls: 0 for no effect and ±100 for the full control effect; nearly all actives have a fitted effect of over 55% in size
#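 HEK293 cells stably expressing V1b receptor, seeded overnight in 1% FBS, were treated with compounds for 30 min at 37C, then stimulated 5 min with 25 nM vasopressin; phospho-ERK read by AlphaScreen SureFire after lysis.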
# CRE Fsk mod: alters forskolin-stimulated CRE reporter signaling in CHO cells. Potency, µM (series often up to 38.2 µM), without a hit: top-dose activity change, negative = inhibition, usual class: activators. 71,000 compounds, 2.5% hits. CHO CRE-bla reporter (cAMP response element driving beta-lactamase), forskolin EC10, beta-lactamase ratio; active = well fitted activation curve with a large enough effect in the signal ratio, with a control signal flat, not every such curve was filed as active; inconclusive = small, poorly fitted or top-dose-only effect, or effect the other way, or a change in a side signal; the % refers to the signal ratio; also: potency is read from the fitted curve at half-maximal effect; % of control where 0% means no effect
#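 Beta-lactamase reporter under a cAMP responsive element in CHO cells; compounds tested in titration series against EC10 NKH 477, 3 h at 37 °C. Read-out: CCF4 FRET ratio 460nm/530nm (excitation 405nm) giving %Activity, fitted to AC50.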
# ALOX15 inhib: inhibitors of human 15-lipoxygenase (ALOX15). purified 15hLO-1, xylenol orange hydroperoxide absorbance. 74,000 compounds, 1.4% hits. Potency, µM (top dose mostly 57.1 µM), without a hit: at the highest dose activity change, negative = inhibition, most hits filed as inhibitors; also: potency is read from the fitted curve at half-maximal effect; % is scaled to controls: 0 for no effect and ±100 for the full control effect; nearly all actives have a fitted effect of over 55% in size
# Target sequence (P16050 whole entry, looked up): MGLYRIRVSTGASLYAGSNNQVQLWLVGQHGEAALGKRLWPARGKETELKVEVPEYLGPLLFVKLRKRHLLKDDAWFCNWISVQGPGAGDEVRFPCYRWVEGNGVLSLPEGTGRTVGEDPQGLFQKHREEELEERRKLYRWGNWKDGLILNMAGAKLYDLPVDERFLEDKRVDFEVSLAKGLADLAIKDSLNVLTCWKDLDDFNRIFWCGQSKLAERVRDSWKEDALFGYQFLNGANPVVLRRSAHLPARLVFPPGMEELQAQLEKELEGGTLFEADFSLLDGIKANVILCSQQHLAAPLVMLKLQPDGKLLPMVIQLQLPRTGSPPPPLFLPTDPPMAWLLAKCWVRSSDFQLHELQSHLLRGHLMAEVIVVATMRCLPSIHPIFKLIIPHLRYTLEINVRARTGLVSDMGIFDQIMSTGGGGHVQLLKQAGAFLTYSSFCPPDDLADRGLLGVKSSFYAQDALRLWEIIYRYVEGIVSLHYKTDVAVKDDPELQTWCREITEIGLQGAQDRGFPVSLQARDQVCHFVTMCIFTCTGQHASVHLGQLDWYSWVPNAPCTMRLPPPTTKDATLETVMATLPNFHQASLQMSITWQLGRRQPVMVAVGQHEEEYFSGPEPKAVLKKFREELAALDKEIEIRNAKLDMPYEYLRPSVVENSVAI
#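 Hydroperoxide formed from arachidonic acid (50 uM) by purified human 15hLO-1 (40 nM) oxidizes ferrous iron, and the ferric-xylenol orange complex is read at 573 versus 405 nm. Compounds were preincubated 15 min; reaction ran 6 min at room temperature.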
# DNA Pol III inh: DNA polymerase III holoenzyme inhibition; Potency, µM (doses to about 57.1 µM), inactives show at the highest dose activity change, negative = inhibition; AID 603; 71,000 compounds, 0.25% hits; reconstituted DNA polymerase III holoenzyme replication, biochemical; also: potency is read from the fitted curve at half-maximal effect; % is scaled to controls: 0 for no effect and ±100 for the full control effect
#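 Reconstituted *E. coli* holoenzyme (0.35 nM Pol III, 1 nM beta, 154 nM SSB, 2 nM primase) was preincubated with compound for 15 min at RT. Synthesis on 1.4 nM ssM13Gori ran 35 min, then was stopped with PicoGreen/EDTA and read as dsDNA fluorescence.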
# HBB splicing: modulators of hemoglobin beta chain splicing. HBB splicing reporter cell assay, activation; EGFP reporter with mutant IVS2-654 intron; response scale: normalised to 500 nM splice-correcting PNA. Potency, µM (highest dose often 46.1 µM), for the others: at the top dose activation, hits mostly activators. 65,000 compounds, 0.06% hits; also: potency is read from the fitted curve at half-maximal effect; 0% is about no effect
#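 Compounds were applied for 2 days to HeLa EGFP-654 cells, 500/well in Optimem with 2% FCS. The reporter's EGFP is disrupted by mis-splicing of beta-globin intron IVS2-654. Readout: summed well GFP fluorescence from 488 nm laser scanning; reference was 500 nM antisense […] 654 PNA.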
# FLuc inh: inhibitors of firefly luciferase | AID 411 | Potency, µM (doses to about 57.1 µM), without a hit: at the highest dose activity change, negative = inhibition, hits mostly inhibitors | purified firefly luciferase, luminescence, 8 min | 72,000 compounds, 2.2% hits; also: potency is read from the fitted curve at half-maximal effect; % is scaled to controls: 0 for no effect and ±100 for the full control effect; nearly all actives have a fitted effect of over 40% in size
#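 Firefly luciferase (PKLight detection mix) with 10 uM ATP in pH 7.2 imidazole buffer (KCl, MgCl2, Tween 20, BSA). Compounds tested across a concentration series (qHTS). Luminescence read after 8 min at ambient temperature.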
# Rhodamine fluor: rhodamine region autofluorescence; Rhodamine-region fluorescence, 547/598 nm, Tris buffer; hits give high values; max dye-equivalent concentration, M; 59,000 compounds, 0.05% hits; AID 594; in the data active = max dye-equivalent concentration above about 11 nM; inconclusive = between about 1.1 nM and that limit
#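 Intensities are converted to rhodamine-equivalent concentration using a six-point rhodamine standard on each plate. Compounds sit 15 min at room temperature in 100 mM Tris buffer, pH 8.0; read uses the 547/598 nm excitation/emission pair.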
# Numbers without * were called inactive; i = inactive; ? = inconclusive; · = not tested or not shown; [ ] = remark or other dose. Unless noted, calls follow the shape of the dose curve; as a rule, active = well fitted curve in the direction sought with a large enough effect; inconclusive = small, poorly fitted or top-dose-only effect, or another doubt; inactive = no such curve, though single readings can be large; an effect the other way counts as inactive or inconclusive.
# The first two records as a preview:
SMILES,Texas Red fluor,Hsp90 Hop PPI,Tau fil binding,HADH2 inh,ERK AVP inh,CRE Fsk mod,ALOX15 inhib,DNA Pol III inh,HBB splicing,FLuc inh,Rhodamine fluor
O=C1CC(N(O)c2ccccc2)C(=O)N1c1cc(Cl)cc(Cl)c1 (stereo not given),?,-5%,?,?,-14%,-13%,?,-6%,1.5%[1.84 µM],2%,i
COc1ccccc1NC(=O)c1cc2n(n1)C(C(F)(F)F)CC(c1ccc3c(c1)OCO3)N2 (stereo not given),i,-11%,5%,22%,0%,-5%,-8%,-2%,·,4%,i

# Results, repeating the preview:
SMILES,Texas Red fluor,Hsp90 Hop PPI,Tau fil binding,HADH2 inh,ERK AVP inh,CRE Fsk mod,ALOX15 inhib,DNA Pol III inh,HBB splicing,FLuc inh,Rhodamine fluor
O=C1CC(N(O)c2ccccc2)C(=O)N1c1cc(Cl)cc(Cl)c1 (stereo not given),?,-5%,?,?,-14%,-13%,?,-6%,1.5%[1.84 µM],2%,i
COc1ccccc1NC(=O)c1cc2n(n1)C(C(F)(F)F)CC(c1ccc3c(c1)OCO3)N2 (stereo not given),i,-11%,5%,22%,0%,-5%,-8%,-2%,·,4%,i
CCN(CC)S(=O)(=O)c1ccc(-c2nnc(SCC(=O)N3CCc4ccccc43)o2)cc1,?,-1%,-14%,-5%,17%,-11%,-2%,-6%,-2.3%,2%,i
Cn1nc(-c2ccc(Cl)cc2)c2cc(C(=O)N3CCC(N4CCCCC4)CC3)sc21,?,-3%,19%,4%,-8%,-9%,-7%,7%,1.1%,1%,i
COC(=O)c1ccc(CNC(=O)CSc2nnc(COc3ccccc3)n2C)o1,?,0%,11%,0%,-17%,-6%,6%,0%,-1.1%,-1%,i
Cc1ccc(-n2ncc3c(NCc4ccccn4)ncnc32)c(C)c1,?,-27%,-2%,-2%,6%,-17%,9%,-2%,0.9%,-39%,i
CCOC(=O)c1nc2sc3c(c2c(=O)[nH]1)CCCC3,·,0%,-6%,32µM*,-6%,13%,-25%,-4%,-1.1%,-6%,·
COc1ccc(OC)c(NC(=O)C2CCN(c3cc(-c4ccccc4)nc4ncnn34)CC2)c1,i,-5%,9%,20%,-14%,1%,-10%,-4%,0.7%,0%,i
Cc1ccc(C(=O)N(CN2CCCC2=O)c2ccc(F)cc2)cc1,i,-1%,-1%,?,9%,-5%,-5%,-3%,-1.3%,1%,i
C=CCOc1ccccc1/C=N/O,?,-7%,-3%,-17%,?,-8%,-26%,-7%,-2.0%,-14%,i
COc1ccc(C)cc1S(=O)(=O)N(CC(N)=O)Cc1ccccc1,i,-6%,2%,12%,-35%,?,12%,-2%,-0.9%,2%,i
CSc1nnc(CNC(=O)c2ccccc2)n1-c1cccc(C)c1,·,-2%,7%,-2%,·,4%,-2%,-8%,0.0%,1%,·
COc1ccccc1N1CCN(C(=O)CSc2nc3ncnc(N)c3[nH]2)CC1,i,-7%,-4%,-12%,-17%,5%,-17%,1%,2.6%,2%,i
O=C(Nc1ccc(Cl)cc1C(=O)N1CCOCC1)c1ccco1,i,-2%,4%,0%,2%,0%,15%,-1%,-0.5%,0%,i
COc1ccccc1-c1cc(C(=O)N2CCc3ccccc3C2)no1,·,?,113%,-14%,-11%,?,-15%,7%,-1.0%,-10%,·
O=C(O)c1cccc2c1C(=O)N(Cc1ccncc1)C2,i,3%,1%,11%,8%,?,-26%,-3%,6.7%[1.84 µM],0%,i
CCc1nnc(NC(=O)c2c(O)c3cccc4c3n(c2=O)CC4)s1,i,1%,3%,-1%,1%,2%,3%,-6%,·,-1%,i
Cc1cc(=O)[nH]c(-n2nc(C)c(Oc3ccccc3O)c2C)n1,·,-9%,5%,-3%,9%,?,25%,2%,-3.0%,-1%,·
CN(C)c1ncc2nc(-c3cc(F)cc(F)c3)c(=O)n(C[C@H]3CCCO3)c2n1,i,-6%,9%,13%,1%,?,3%,-4%,-0.9%,0%[11.4 µM],i
COc1ccc(OC)c2[nH]c(=O)c(CCNC(C)=O)cc12,·,-1%,?,-6%,·,?,-2%,-8%,-0.4%,0%,·
CCC(=O)N1CCc2cc(Br)cc(S(=O)(=O)NCc3ccco3)c21,i,-7%,-4%,-10%,-20%,4%,-6%,1%,-0.9%,1%,i
COc1ccccc1CNS(=O)(=O)c1c(C)noc1C,i,1%,2%,12%,-17%,0%,-6%,-6%,-0.8%,0%,i
COc1ccc(-c2nnc(SCC(=O)c3ccco3)n2-c2ccccc2)cc1,i,0%,7%,-4%,12%,-3%,-3%,2%,-4.3%,4%,i
C[C@@H](C(=O)O)[C@@H]1C[C@@]1(C)[C@@H](NC(=O)OCc1ccccc1)c1ccccc1,·,-2%,3%,4%,-22%,3%,·,-10%,0.2%,·,·
CC(Cc1ccccc1)C(=O)N[C@@H](CO)Cc1ccccc1 (stereo not given in full),·,-3%,-11%,5%,7%,-12%,1%,-5%,-0.8%,·,·
O=C1c2cccc3c(Cl)ccc(c23)C(=O)N1O,i,1%,22%,-8%,-9%,?,-28%,-16%,-2.5%,0%,i
N#Cc1ccccc1CSc1nc(N2CCCCC2)nc(N2CCCCC2)n1,i,0%,-2%,2%,0%,8%,2%,2%,-2.1%,0%,i
CC1CCN(C(=O)c2ccc(C(=O)N3CCC(C)CC3)cc2)CC1,i,-3%,-1%,15%,-14%,5%,-1%,-4%,·,-2%,i
CC(C)CN1CCCC2(CCN(C(=O)c3cccn3C)CC2)C1,i,1%,11%,14%,16%,-4%,-4%,3%,3.4%,1%[11.4 µM],i
Cn1c(=O)cc(SCC(=O)NCc2ccco2)c2ccccc21,?,3%,0%,3%,21%,?,4%,-4%,0.7%,-2%,i
O=C(c1cccs1)N(Cc1ccco1)C1CCS(=O)(=O)C1 (stereo not given),?,-2%,-1%,-7%,6%,-6%,7%,-2%,3.3%[0.369 µM],0%,i
CCc1ccc2[nH]c(=O)c(CN(CCN3CCCC3)C(=O)NC3CCCCC3)cc2c1,i,-8%,2%,16%,-13%,-6%,?,1%,·,1%,i
CCOC(=O)c1[nH]c(C)c(C(=O)NC2CCN(C(=O)OCC)CC2)c1C,?,-11%,9%,-3%,48%[activator],?,-1%,-3%,-1.2%,1%,i
O=C(Nc1ccccc1N1CCN(C(=O)c2ccccc2)CC1)c1ccc2c(c1)OCO2,i,-5%,1%,10%,-20%,-2%,-11%,-1%,1.1%,-2%,i
Cc1ccc(S(=O)(=O)C2(C(=O)N(C)C3CCCCC3)CC2)cc1,i,-5%,7%,-4%,7%,-3%,4%,-4%,0.1%,1%,i
CN(C)C(=O)c1ccc(-c2nc(N3CCOCC3)c3ccccc3n2)cc1,i,-2%,0%,-15%,-27%,10µM*,?,-7%,-0.5%,-1%[2.29 µM],i
O=C(CN1CCC(NC(=O)Nc2ccccc2-c2ccccc2)CC1)NCc1ccco1,i,-1%,5%,6%,?,-3%,-2%,-2%,·,1%,i
CCC(=O)Oc1c(S(=O)(=O)c2ccc(C)cc2)c(C)nn1C(C)(C)C,i,-1%,6%,-4%,28%,-15%,2%,-7%,-1.2%,0%,i
O=C(NC1CCCCCCC1)C1CCN(S(=O)(=O)N2CCC3(CC2)OCCO3)CC1,?,0%,18%,0%,14%,-2%,-1%,-1%,-0.8%,4%,i
CC(=O)CC(=O)NC1C2CC3CC(C2)CC1C3 (stereo not given),·,-2%,8%,-2%,24%,7%,-9%,-2%,-1.2%[9.22 µM],2%,·
O=C(O)C[C@H](S)C(=O)O,i,0%[11 µM],-4%[11.4 µM],2%[11.4 µM],-3%[11.5 µM],0%[7.6 µM],7%[11.4 µM],-5%[11.4 µM],3.8%[9.22 µM],1%[11.4 µM],i
O=C(Cn1cccc1C(=O)c1ccccc1)NCc1ccc2c(c1)OCO2,i,?,-5%,-1%,52%[activator],-17%,6%,-4%,-1.7%,-5%,i
O=C(NCCNCCO)c1c(O)c2cccc3c2n(c1=O)CCC3,i,47%,8%,3%,30%,12%,2%,-6%,·,-1%,i
COC1CCCCC1Nc1cc(C)ccc1C (stereo not given),·,3%,2%,-10%,-1%,5%,-15%,-1%,-2.0%,1%,·
COc1ccc(N(CC(=O)NCC2CCCO2)S(=O)(=O)c2c(C)noc2C)cc1 (stereo not given),i,-1%,6%,18%,7%,?,-4%,-3%,1.5%,2%,i

# This is a subset, so the mix of outcomes need not match the whole.
